Source: PubChem BioAssay
GCN5L2 inh: qHTS Assay for Inhibitors of GCN5L2. GCN5L2 HAT assay, ThioGlo1 CoA-SH fluorescence. Histone acetyltransferase KAT2A (Homo sapiens), Q92830. 0.21% of 390,000 active. Potency, µM (series often up to 58.9 µM), for the others: top-dose activity change, negative = inhibition, hits mostly inhibitors. AID 504327, 2011
Target sequence (Q92830 whole entry, looked up): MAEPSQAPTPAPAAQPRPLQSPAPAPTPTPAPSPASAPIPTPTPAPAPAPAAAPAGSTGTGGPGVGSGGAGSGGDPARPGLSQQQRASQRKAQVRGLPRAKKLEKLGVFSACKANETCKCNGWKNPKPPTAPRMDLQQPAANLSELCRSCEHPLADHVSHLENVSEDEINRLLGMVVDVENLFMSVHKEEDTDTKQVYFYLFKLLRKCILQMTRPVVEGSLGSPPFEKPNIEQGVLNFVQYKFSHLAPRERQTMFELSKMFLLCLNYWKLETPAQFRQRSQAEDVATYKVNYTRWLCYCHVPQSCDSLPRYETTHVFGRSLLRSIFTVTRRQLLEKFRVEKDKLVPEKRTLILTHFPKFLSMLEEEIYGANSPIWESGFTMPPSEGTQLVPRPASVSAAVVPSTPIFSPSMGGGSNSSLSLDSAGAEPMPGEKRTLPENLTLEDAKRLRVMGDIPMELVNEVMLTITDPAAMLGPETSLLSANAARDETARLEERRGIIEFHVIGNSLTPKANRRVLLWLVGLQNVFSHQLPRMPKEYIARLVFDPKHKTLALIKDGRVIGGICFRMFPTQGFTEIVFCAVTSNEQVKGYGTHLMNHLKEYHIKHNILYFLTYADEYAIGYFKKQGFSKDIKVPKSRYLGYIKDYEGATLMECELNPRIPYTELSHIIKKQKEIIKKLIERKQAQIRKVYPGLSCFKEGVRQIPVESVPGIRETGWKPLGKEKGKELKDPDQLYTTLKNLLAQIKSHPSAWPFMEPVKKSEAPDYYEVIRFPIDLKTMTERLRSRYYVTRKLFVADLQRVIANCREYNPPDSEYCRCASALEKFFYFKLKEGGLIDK
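GCN5L2 (20 nM) in 50mM HEPES pH 7.5, 0.1mM EDTA, 0.01% Tween-20 preincubated 15 min with compounds at room temperature. Reaction started with H3(1-25) 75uM, acetyl-CoA 70uM, ThioGlo1 50uM; CoA-thiol fluorescence (Ex340/Em540) read at 0 and 20 min.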
DT40 TDP1 CPT: qHTS for Inhibitors of human tyrosyl-DNA phosphodiesterase 1 (TDP1): qHTS in cells in presence of CPT; 12% of 420,000 active; Potency, µM (series often up to 46.2 µM), without a hit: at the highest dose activity change, negative = growth inhibition, most hits filed as inhibitors; chicken DT40 Tdp1-/-;hTDP1 cells + 20 nM CPT, ATP luminescence, 48 h; note: nearly all actives have a fitted effect of over 55% in size
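Chicken DT40 Tdp1-/- cells complemented with human TDP1, 400 cells/well, exposed to compounds plus 20 nM camptothecin for at least 48 h at 37 C; viability read as ATP content by CellTiter-Glo luminescence.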
DT40 TDP1 no CPT: qHTS for Inhibitors of human tyrosyl-DNA phosphodiesterase 1 (TDP1): qHTS in cells in absence of CPT; Potency, µM (titrated, usually from 46.2 µM), inactives show at the top dose activity change, negative = growth inhibition, actives largely listed as inhibitors; DT40 Tdp1-/- hTDP1 cells, no CPT, ATP luminescence, 48 h; AID 686978, 2013; 15% of 420,000 active; note: nearly all actives have a fitted effect of over 55% in size
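Growth of hTDP1-complemented DT40 Tdp1-knockout cells is measured by ATP luminescence after at least 48 hr compound exposure at 37 °C, with DMSO substituting for the 20 nM CPT used in the parallel screen.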
Numbers without * were called inactive; [ ] = another dose, or the depositor's remark. Calls come from the whole dose curve; as a rule, active = well fitted curve in the direction sought with a large enough effect; inconclusive = small, poorly fitted or top-dose-only effect, or another doubt; inactive = no such curve, though single readings can be large; an effect the other way counts as inactive or inconclusive. % is set by controls: 0 for no effect and ±100 for the full control effect; potency is the fitted concentration of half-maximal effect. An unsorted share of the library; 18% or so of the library scored in one or more.

How did CC1(C(=O)NS(=O)(=O)c2cccc(OC(F)F)c2)CCN1C(=O)CC(c1ccccc1)c1ccccc1 (configuration not stated) do in these assays?
DT40 TDP1 CPT: inconclusive; DT40 TDP1 no CPT: inconclusive

How did Cc1cc(-c2n[nH]c(=S)n2/N=C/c2cc([N+](=O)[O-])ccc2Cl)n[nH]1 do in these assays?
GCN5L2 inh: -7.4%; DT40 TDP1 CPT: 5.17µM*; DT40 TDP1 no CPT: 18.4µM*

How did O=C(COC(=O)CCN1C(=O)C2CC=CCC2C1=O)Nc1ccc(Cl)cc1F (configuration not stated) do in these assays?
GCN5L2 inh: -3.9%; DT40 TDP1 CPT: -18.8%; DT40 TDP1 no CPT: 21.6%

What do the screens show for `CCOC(=O)C(C)c1c(C)[nH]c(=S)[nH]c1=O` (configuration not stated)?
GCN5L2 inh: 1.3%; DT40 TDP1 CPT: 1.2%; DT40 TDP1 no CPT: -4.6%

How did O=C(O)c1ccccc1-c1ccccc1C(=O)NNc1ccccc1 do in these assays?
GCN5L2 inh: -4.4%; DT40 TDP1 CPT: -14.5%; DT40 TDP1 no CPT: 0.6%

Results for O=[N+]([O-])c1ccc(NCc2ccccn2)nc1 ?
GCN5L2 inh: -7.0%; DT40 TDP1 CPT: -20.6%; DT40 TDP1 no CPT: -16.0%

What do the screens show for `COc1ccc(NC(=O)NCCc2c[nH]c3ccccc23)c(OC)c1`?
GCN5L2 inh: -4.6%; DT40 TDP1 CPT: -14.5%; DT40 TDP1 no CPT: -6.9%

Results for CCOc1cc(CN2CCC(N3CCC(C(=O)NC4CC4)CC3)CC2)ccc1O ?
DT40 TDP1 CPT: inconclusive; DT40 TDP1 no CPT: inconclusive

How did Cc1cccc(-c2nc(SCC(=O)NCC3CCCO3)c3c(=O)n(C)c(=O)n(C)c3n2)c1 (configuration not stated) do in these assays?
GCN5L2 inh: -4.8%; DT40 TDP1 CPT: -6.7%; DT40 TDP1 no CPT: 0.1%

How did O=C(Cn1cnc2ccccc2c1=O)c1ccc(OC(F)F)cc1 do in these assays?
GCN5L2 inh: -1.4%; DT40 TDP1 CPT: 6.2%; DT40 TDP1 no CPT: -11.2%

What do the screens show for `CC(=O)C[C@@H]1OC[C@H](Cc2ccccc2)N1S(=O)(=O)c1ccc(C)cc1`?
DT40 TDP1 CPT: inconclusive; DT40 TDP1 no CPT: inconclusive

What do the screens show for `Cc1ccc(S(=O)(=O)Nc2cccc3c2CCCC3)cc1`?
GCN5L2 inh: 20.9%; DT40 TDP1 CPT: -5.4%; DT40 TDP1 no CPT: -25.0%

Results for NC(=O)CSc1nc2c(oc3ccccc32)c(=O)n1Cc1ccccc1 ?
GCN5L2 inh: 0.0%; DT40 TDP1 CPT: inconclusive; DT40 TDP1 no CPT: -16.9%

Results for OCC1CCCN(c2nc(CN3CCCCC3)nc3scc(-c4ccccc4)c23)C1 (configuration not stated) ?
GCN5L2 inh: -4.4%; DT40 TDP1 CPT: 14.6µM*; DT40 TDP1 no CPT: inconclusive

How did CN1CCN(c2ccc(NC(=O)c3ccc(-c4ccccc4F)o3)cc2)CC1 do in these assays?
GCN5L2 inh: -4.7%; DT40 TDP1 CPT: inconclusive; DT40 TDP1 no CPT: inconclusive

What do the screens show for `CCNC(=O)C(=O)NCCC1CCCCN1S(=O)(=O)c1cccs1` (configuration not stated)?
GCN5L2 inh: -1.5%; DT40 TDP1 CPT: 26.6%; DT40 TDP1 no CPT: 11.0%

How did COc1ccc(CC2(CO)CCN(Cc3ccc(OC(F)(F)F)cc3)CC2)cc1 do in these assays?
GCN5L2 inh: 2.3%; DT40 TDP1 CPT: inconclusive; DT40 TDP1 no CPT: 18.4µM*

Results for CCCCn1c(=NC(=O)c2ccc3c(c2)OCO3)c(C#N)cc2c(=O)n3cccc(C)c3nc21 ?
GCN5L2 inh: -2.5%; DT40 TDP1 CPT: 7.31µM*; DT40 TDP1 no CPT: 9.2µM*

Results for Cc1c(Cl)cccc1NC(=S)N1CCCCCC1 ?
GCN5L2 inh: -1.6%; DT40 TDP1 CPT: inconclusive; DT40 TDP1 no CPT: 18.4µM*

What do the screens show for `COc1ccc(-c2c(NC(=O)c3ccco3)n(C)c3ccccc3c2=O)cc1`?
GCN5L2 inh: -4.6%; DT40 TDP1 CPT: -16.0%; DT40 TDP1 no CPT: -5.3%

Results for O=S(=O)(c1ccc2oc3ccc(S(=O)(=O)N4CCCCC4)cc3c2c1)N1CCCCC1 ?
GCN5L2 inh: -9.7%; DT40 TDP1 CPT: -1.1%; DT40 TDP1 no CPT: -7.8%

Results for O=C(NCc1cccc(Br)c1)C1CC(c2ccccc2[N+](=O)[O-])=NO1 (configuration not stated) ?
DT40 TDP1 CPT: inconclusive; DT40 TDP1 no CPT: inconclusive

What do the screens show for `COC(=O)N1c2ccccc2C=Cc2ccccc21`?
GCN5L2 inh: -3.7%; DT40 TDP1 CPT: inconclusive; DT40 TDP1 no CPT: 20.6µM*

Results for CCOC(=O)c1cccc(OCC(O)CNCCOc2ccccc2F)c1 (configuration not stated) ?
GCN5L2 inh: -3.2%; DT40 TDP1 CPT: 5.9%; DT40 TDP1 no CPT: 0.0%

How did C/C(=N\NS(=O)(=O)c1ccc(C)cc1)c1ccc(Br)s1 do in these assays?
GCN5L2 inh: 0.0%; DT40 TDP1 CPT: inconclusive; DT40 TDP1 no CPT: -23.6%

What do the screens show for `Cc1nn(Cc2ccc(Cl)cc2)c(C)c1NC(=O)/C=C/c1cnn(C)c1`?
GCN5L2 inh: 0.1%; DT40 TDP1 CPT: inconclusive; DT40 TDP1 no CPT: inconclusive

Results for COc1ccc(Cl)cc1NC(=O)CSc1nc(NS(=O)(=O)c2ccc(C)cc2)cc(=O)[nH]1 ?
GCN5L2 inh: -3.8%; DT40 TDP1 CPT: inconclusive; DT40 TDP1 no CPT: inconclusive

What do the screens show for `Cc1ccccc1OCC(=O)Nc1cnn(CCCC(=O)O)c1`?
GCN5L2 inh: -2.0%; DT40 TDP1 CPT: 0.0%; DT40 TDP1 no CPT: -6.4%

How did CC(=O)Nc1ccc(NC(=O)C(C)OC(=O)CNC(=O)c2sc3ccccc3c2Cl)cc1 (configuration not stated) do in these assays?
GCN5L2 inh: -2.0%; DT40 TDP1 CPT: -2.2%; DT40 TDP1 no CPT: -43.0%

Results for Cc1c(Cc2ccccc2)c(=O)oc2cc(OCC(=O)N[C@@H](Cc3ccccc3)C(=O)O)ccc12 ?
GCN5L2 inh: -29.3%; DT40 TDP1 CPT: 16.2%; DT40 TDP1 no CPT: -0.2%

Reprinted at random: 5 records from the list.
Results for Cc1c(Cc2ccccc2)c(=O)oc2cc(OCC(=O)N[C@@H](Cc3ccccc3)C(=O)O)ccc12 ?
GCN5L2 inh: -29.3%; DT40 TDP1 CPT: 16.2%; DT40 TDP1 no CPT: -0.2%

How did C/C(=N\NS(=O)(=O)c1ccc(C)cc1)c1ccc(Br)s1 do in these assays?
GCN5L2 inh: 0.0%; DT40 TDP1 CPT: inconclusive; DT40 TDP1 no CPT: -23.6%

Results for CCOC(=O)c1cccc(OCC(O)CNCCOc2ccccc2F)c1 (configuration not stated) ?
GCN5L2 inh: -3.2%; DT40 TDP1 CPT: 5.9%; DT40 TDP1 no CPT: 0.0%

How did CC(=O)Nc1ccc(NC(=O)C(C)OC(=O)CNC(=O)c2sc3ccccc3c2Cl)cc1 (configuration not stated) do in these assays?
GCN5L2 inh: -2.0%; DT40 TDP1 CPT: -2.2%; DT40 TDP1 no CPT: -43.0%

Results for O=S(=O)(c1ccc2oc3ccc(S(=O)(=O)N4CCCCC4)cc3c2c1)N1CCCCC1 ?
GCN5L2 inh: -9.7%; DT40 TDP1 CPT: -1.1%; DT40 TDP1 no CPT: -7.8%

More entries
What do the screens show for `Cc1ccccc1Cn1c([N+](=O)[O-])cnc1C`?
GCN5L2 inh: 1.3%; DT40 TDP1 CPT: -5.3%; DT40 TDP1 no CPT: -12.2%

What do the screens show for `CC(Oc1ccccc1)C(=O)Nc1ccccc1C(=O)OCc1cc(=O)n2nc(C(C)C)sc2n1` (configuration not stated)?
GCN5L2 inh: -8.1%; DT40 TDP1 CPT: inconclusive; DT40 TDP1 no CPT: 20.6µM*

What do the screens show for `O=C(CSc1nnc(Cc2cccs2)n1CCc1ccccc1)N1CCCc2ccccc21`?
GCN5L2 inh: 2.3%; DT40 TDP1 CPT: inconclusive; DT40 TDP1 no CPT: inconclusive

How did Cc1ccc(S(=O)(=O)Nc2c(C)n(C)n(-c3ccccc3)c2=O)cc1C(=O)NCc1ccccc1 do in these assays?
GCN5L2 inh: -1.1%; DT40 TDP1 CPT: inconclusive; DT40 TDP1 no CPT: inconclusive

How did CO/N=C/C=C1/N(C)c2ccccc2C1(C)C do in these assays?
GCN5L2 inh: -7.1%; DT40 TDP1 CPT: inconclusive; DT40 TDP1 no CPT: -5.7%

What do the screens show for `O=C(Cn1cnc2c(NCc3ccccc3)ncnc21)NCCc1cc2ccccc2[nH]1`?
GCN5L2 inh: -1.8%; DT40 TDP1 CPT: -5.7%; DT40 TDP1 no CPT: -14.6%

What do the screens show for `COc1ccc(/C=C/C(=O)Oc2cc(O)cc(O)c2)cc1`?
GCN5L2 inh: -2.6%; DT40 TDP1 CPT: 6.6%; DT40 TDP1 no CPT: 2.9%

What do the screens show for `Cc1cc(NC(=O)CON=C(N)CC(=O)Nc2ccccc2Cl)ccc1Br`?
GCN5L2 inh: -18.0%; DT40 TDP1 CPT: -5.0%; DT40 TDP1 no CPT: inconclusive

Results for COc1ccccc1C(=O)Nc1nnc(SCc2cc(=O)c3ccccc3[nH]2)s1 ?
GCN5L2 inh: -28.6%; DT40 TDP1 CPT: 14.6µM*; DT40 TDP1 no CPT: 14.6µM*

What do the screens show for `Cc1cc(C(F)F)n2nc(C(=O)Nc3ccc(C(C)C)cc3)nc2n1`?
GCN5L2 inh: 0.8%; DT40 TDP1 CPT: -16.6%; DT40 TDP1 no CPT: -29.8%

How did COc1ccccc1CN1CCOc2ccc(CN3CCCCC3CO)cc2C1 (configuration not stated) do in these assays?
DT40 TDP1 CPT: -4.1%[9.04 µM]; DT40 TDP1 no CPT: -15.6%

What do the screens show for `CC(C)(C)OC(=O)N(CC1CCNCC1)C(=O)c1[nH]c(C(F)(F)F)nc1-c1ccccc1`?
DT40 TDP1 CPT: -3.3%; DT40 TDP1 no CPT: -8.9%

What do the screens show for `COc1ccc(N(CC(=O)Nc2cc(C)on2)S(=O)(=O)c2cc(C)ccc2C)cc1`?
GCN5L2 inh: -8.4%; DT40 TDP1 CPT: inconclusive; DT40 TDP1 no CPT: -8.8%

How did Fc1ccc(-c2nnc3n2CCCCC3)cc1 do in these assays?
GCN5L2 inh: -18.7%; DT40 TDP1 CPT: 0.9%; DT40 TDP1 no CPT: -6.4%

What do the screens show for `O=C(C#Cc1ccccc1)c1ccc([N+](=O)[O-])cc1`?
GCN5L2 inh: 0.0%; DT40 TDP1 CPT: 0.651µM*; DT40 TDP1 no CPT: 0.92µM*

What do the screens show for `O=C1NC(=O)C(CC(=O)N(c2ccccc2)C2(C(=O)NC3CCCC3)CCCCC2)N1` (configuration not stated)?
GCN5L2 inh: -1.6%; DT40 TDP1 CPT: -27.7%; DT40 TDP1 no CPT: -13.9%

What do the screens show for `CC1(C)CC(=O)C2=C(C1)OC(N)=C(C#N)C2C#Cc1ccccc1` (configuration not stated)?
GCN5L2 inh: -6.6%; DT40 TDP1 CPT: 5.17µM*; DT40 TDP1 no CPT: 4.61µM*

Results for NC(=O)CNc1n[nH]c(=S)[nH]c1=O ?
GCN5L2 inh: -11.0%; DT40 TDP1 CPT: 4.3%; DT40 TDP1 no CPT: -16.9%

Results for CCOC(=O)c1c(-c2ccccc2)oc2ccc(OCC)cc12 ?
GCN5L2 inh: -1.4%; DT40 TDP1 CPT: 11.4%; DT40 TDP1 no CPT: 0.5%

What do the screens show for `Cc1cc(C(=O)N[C@H](c2ccccc2)[C@@]2(C)C[C@@H]2[C@@H](C)C(=O)Nc2ccc3ccccc3c2)n(C)n1`?
GCN5L2 inh: -9.9%; DT40 TDP1 CPT: inconclusive; DT40 TDP1 no CPT: 23.1µM*

Results for CCC(C)C(=O)Nc1ccc([N+](=O)[O-])cc1OC (configuration not stated) ?
GCN5L2 inh: -16.2%; DT40 TDP1 CPT: -4.3%; DT40 TDP1 no CPT: -1.2%

What do the screens show for `Cn1c(SCc2ccccc2)nc(C(F)(F)F)cc1=O`?
GCN5L2 inh: -6.8%; DT40 TDP1 CPT: 11.2%; DT40 TDP1 no CPT: -10.4%

What do the screens show for `COc1ccc(S(=O)(=O)N(C)c2ccc(C(=O)NC3CCCC3)cc2)cc1`?
GCN5L2 inh: -9.0%; DT40 TDP1 CPT: -17.7%; DT40 TDP1 no CPT: -14.5%
